# Screens from PubChem BioAssay.
# FXIIa inh = human FXIIa protease inhibitors, primary screen, biochemical, single well; Coagulation factor XII (Homo sapiens), P00748; purified human FXIIa, AMC substrate fluorescence, 2 h; inhibition, % at 10 µM; actives 0.2% (n = 33,000); AID 701, 2007; in the data active = inhibition above about 30%;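 note: 0% = enzyme with vehicle only and 100% = no enzyme blank; many of its hits are not listed in these tables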
# FXIa single inh = human FXIa protease inhibitors, primary screen, biochemical, single compound per well. Coagulation factor XI (Homo sapiens), P03951. purified human FXIa, fluorogenic AMC substrate cleavage. inhibition, % at 10 µM. actives 0.3% (n = 33,000). AID 687, 2007;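 active = inhibition above 40% in the primary screen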;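 note: 0% = enzyme without compound and 100% = blank wells lacking enzyme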
# Target sequence (P03951 19-387 limits assumed): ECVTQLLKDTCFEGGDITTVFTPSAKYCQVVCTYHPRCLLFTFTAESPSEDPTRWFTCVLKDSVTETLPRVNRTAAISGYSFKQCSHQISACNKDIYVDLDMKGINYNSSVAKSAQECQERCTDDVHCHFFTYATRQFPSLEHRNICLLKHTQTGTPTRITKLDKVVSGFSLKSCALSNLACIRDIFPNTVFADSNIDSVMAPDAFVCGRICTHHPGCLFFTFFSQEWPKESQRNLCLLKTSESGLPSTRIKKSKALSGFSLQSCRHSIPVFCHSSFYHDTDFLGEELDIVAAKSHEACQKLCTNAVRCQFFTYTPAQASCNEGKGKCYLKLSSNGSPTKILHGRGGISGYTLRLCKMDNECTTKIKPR
# Target sequence (P03951 388-625 limits assumed): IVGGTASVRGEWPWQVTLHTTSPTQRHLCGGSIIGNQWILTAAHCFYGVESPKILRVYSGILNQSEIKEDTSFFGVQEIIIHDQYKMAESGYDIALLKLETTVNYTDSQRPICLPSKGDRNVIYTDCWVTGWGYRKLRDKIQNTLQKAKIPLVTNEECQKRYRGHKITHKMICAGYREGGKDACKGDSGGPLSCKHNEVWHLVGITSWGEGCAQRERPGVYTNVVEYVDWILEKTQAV
# * marks the source's active call; other numbers are inactive results.
# Values run as follows: FXIa single inh, FXIIa inh
- O=C(Oc1cccnc1)c1ccco1
  2, 6
- N#CC1=C(N)OC2=C(C(=O)CCC2)C1CCc1ccccc1 (stereo unspecified)
  7, 8
- CC(=O)Nc1ccc(-c2cc3ccccc3o2)cc1
  -11, -19
- N#CCCSCc1ccc(OCC(=O)O)cc1
  0, 3
- CCn1cc(Br)c(C(=O)NCc2ccco2)n1
  -2, 5
- COc1ccc(C(C)C)cc1S(=O)(=O)n1cnc(C)c1
  -13, -1
- Cc1cccc(NC(=O)NC(C)C(c2cccs2)N2CCOCC2)c1 (stereo unspecified)
  5, 6
- Cc1ccc(CN(Cc2cc3cc4c(cc3[nH]c2=O)OCCO4)Cc2nnnn2Cc2ccco2)cc1
  -8, 3
- Cc1ccc(S(=O)(=O)N2CCN(C(=O)COc3ccc(NC(=O)c4ccco4)cc3)CC2)cc1
  6, 5
- CCOc1ccc(N2CC(C(=O)Nc3ccc(N4CCOCC4)cc3)CC2=O)cc1 (stereo unspecified)
  -4, -1
- Cc1[nH]c2ccccc2c1SCC(=O)N1CCN(c2ccccc2)CC1
  4, 4
- CCCCn1c(-c2nn(C)cc2Cl)n[nH]c1=S
  -3, 5
- O=C(Cn1c(=O)c2c(ncn2Cc2ccccc2)n(Cc2ccccc2)c1=O)N1CCc2ccccc21
  2, 2
- Nc1ccc(S(=O)(=O)N2CCCC2)cc1
  -1, 4
- Cc1cc(C(=O)COC(=O)c2n[nH]c3ccccc23)c(C)n1CC1CCCO1 (stereo unspecified)
  3, 4

# Values run as follows: FXIa single inh, FXIIa inh
- COc1ccc(C(=O)c2nc3c(n2O)CCCCC3)cc1
  2, 17
- O=C1NC2(CCCCC2)N=C1c1ccc(Br)cc1
  -7, 5
- Cc1ccc(NN2C(=O)C=C(c3ccc(Cl)cc3)C2=O)cc1
  1, 7
- Cc1ccc(S(=O)(=O)CC#CCOC(=O)c2ccc([N+](=O)[O-])cc2)cc1
  0, 9
- CCOc1ccc(NC(=O)C2CC(=O)N(c3cc(C)cc(C)c3)C2)cc1 (stereo unspecified)
  -3, 6
- COC(=O)c1cc(=O)nc2sccn12
  -14, -11
- CCN(CC)S(=O)(=O)c1ccc(C)c(C)c1
  -3, -2
- Cc1cc(C)n(Cc2n[nH]c(=S)n2Cc2ccccc2)n1
  10, 4
- CC1(C)Cc2c(C#N)c(SCCOc3ccccc3)nc(N3CCOCC3)c2CO1
  -1, 12
- O=C(CSc1ncn[nH]1)N(C1CCCCC1)C1CCCCC1
  -5, 4
- O=C(COc1ccc(F)cc1)NCC1CCCO1 (stereo unspecified)
  -1, 3
- CCOC(=O)C(=O)Nc1ccc(F)cc1
  -3, 3
- COc1ccc2c(c1)[nH]c1c(=O)n(CCCN3CCOCC3)cnc12
  30, -8
- Cc1ccc(NC(=O)c2cc(N3C(=O)C4CC=CCC4C3=O)ccc2N2CCOCC2)cc1Cl (stereo unspecified)
  -13, 3
- O=C(c1cc2ccccc2oc1=O)N1CCCC1
  -2, 1

# Values run as follows: FXIa single inh, FXIIa inh
- CC1CCCN(C(=O)COC(=O)c2ccc[nH]c2=O)C1 (stereo unspecified)
  1, 6
- O=C1C(Cl)=C(NCCc2ccccc2)C(=O)N1CCc1ccccc1
  -10, 0
- CC1Cc2ccccc2N1C(=O)CSc1nnc(-c2ccc(S(=O)(=O)N3CCCCC3)cc2)o1 (stereo unspecified)
  -1, 8
- CCC1CCCCN1CCCNC(=O)c1cn(CC(C)C)c(=O)c2cc(OC)c(OC)cc12 (stereo unspecified)
  -4, 8
- CCN1C(=O)/C(=C/c2ccc(C)s2)NC1=S
  -4, 12
- Cc1nc2ccc(C(=O)N3CCN(c4ccccc4)CC3)cc2s1
  6, -19
- Nc1cc(-c2ccc(Cl)cc2)nn1S(=O)(=O)c1ccccc1
  7, 8
- Cc1cccc(NC(=S)NCc2cccn2C)c1
  9, 5
- O=C(CSc1nnnn1-c1ccc(O)cc1)Nc1ccc(N2CCOCC2)c(Cl)c1
  16, -14
- C=CCN(C#N)c1nc(OC)nc(N2CCCC2)n1
  -12, -13
- Cc1occc1C(=O)NN=C1C2CC3CC(C2)CC1C3
  3, 6
- CCn1c(SCC(=O)N2CCCCC2)nc(O)cc1=O
  1, 6
- Cc1cc(C)n(-c2cc(Oc3ccccc3)ncn2)n1
  -1, 5
- CCOC(=O)c1ccc(CC2S/C(=C(\C#N)C(C)=O)NC2=O)cc1 (stereo unspecified)
  3, 13
- COc1ccccc1N1CCN(C(=O)c2ccncc2)CC1
  1, 5

# Values run as follows: FXIa single inh, FXIIa inh
- O=C(CSc1nnc(-c2ccncc2)n1Cc1ccco1)N1c2ccccc2Sc2ccc(Cl)cc21
  -2, 7
- O=C1CC(c2ccc(F)cc2)CC(O)=C1C=NCCN1CCNCC1 (stereo unspecified)
  -2, 8
- CC1CCCC(C)N1C(=O)Cn1c(SCC(=O)NCc2ccc3c(c2)OCO3)nc2ccccc21 (stereo unspecified)
  -5, 2
- CCCCC(=O)N1CCCC(C(=O)OCC)C1 (stereo unspecified)
  4, 8
- O=C(OCC(=O)N1CCOCC1)c1ccc[nH]c1=O
  1, 4
- NC(=O)CSc1nnc(Cc2cccs2)n1C1CCCCC1
  -3, 2
- O=C(NCc1ccco1)c1ccccc1NS(=O)(=O)c1cccs1
  -5, -3
- O=C(CCN1C(=O)c2ccccc2C1=O)NCc1ccco1
  -4, 6
- S=C1NCCc2ccccc2C1c1ccccc1Cl (stereo unspecified)
  -5, 4
- Cc1ccc(SCc2nc(-c3cccnc3)no2)cc1
  -5, 3
- CCOC(=O)C1=C(C)NC(=O)NC1c1ccccc1OCc1c(F)cccc1Cl (stereo unspecified)
  -1, -6
- COc1cccc2c1OC1(C)CC2NC(=O)N1c1cccc(C(=O)N2CCN(c3ccccn3)CC2)c1 (stereo unspecified)
  4, -2
- COc1cccc(OC)c1C(=O)N1CC(C)OC(C)C1 (stereo unspecified)
  -2, 4
- CC(=Nc1ccc(C)cc1)c1sc2ccccc2c1O
  -5, 6
- Nc1nc(F)nc2c1ncn2[C@@H]1O[C@H](CO)[C@@H](O)[C@@H]1O
  5, 3

# A second format for some results above:
smiles,FXIa single inh,FXIIa inh
Nc1cc(-c2ccc(Cl)cc2)nn1S(=O)(=O)c1ccccc1,7,8
Cc1cccc(NC(=S)NCc2cccn2C)c1,9,5
O=C(CSc1nnnn1-c1ccc(O)cc1)Nc1ccc(N2CCOCC2)c(Cl)c1,16,-14
C=CCN(C#N)c1nc(OC)nc(N2CCCC2)n1,-12,-13
Cc1occc1C(=O)NN=C1C2CC3CC(C2)CC1C3,3,6
CCn1c(SCC(=O)N2CCCCC2)nc(O)cc1=O,1,6
Cc1cc(C)n(-c2cc(Oc3ccccc3)ncn2)n1,-1,5
CCOC(=O)c1ccc(CC2S/C(=C(\C#N)C(C)=O)NC2=O)cc1 (stereo unspecified),3,13
COc1ccccc1N1CCN(C(=O)c2ccncc2)CC1,1,5
O=C(CSc1nnc(-c2ccncc2)n1Cc1ccco1)N1c2ccccc2Sc2ccc(Cl)cc21,-2,7
O=C1CC(c2ccc(F)cc2)CC(O)=C1C=NCCN1CCNCC1 (stereo unspecified),-2,8
CC1CCCC(C)N1C(=O)Cn1c(SCC(=O)NCc2ccc3c(c2)OCO3)nc2ccccc21 (stereo unspecified),-5,2
CCCCC(=O)N1CCCC(C(=O)OCC)C1 (stereo unspecified),4,8
O=C(OCC(=O)N1CCOCC1)c1ccc[nH]c1=O,1,4
NC(=O)CSc1nnc(Cc2cccs2)n1C1CCCCC1,-3,2
O=C(NCc1ccco1)c1ccccc1NS(=O)(=O)c1cccs1,-5,-3
O=C(CCN1C(=O)c2ccccc2C1=O)NCc1ccco1,-4,6
S=C1NCCc2ccccc2C1c1ccccc1Cl (stereo unspecified),-5,4
Cc1ccc(SCc2nc(-c3cccnc3)no2)cc1,-5,3
CCOC(=O)C1=C(C)NC(=O)NC1c1ccccc1OCc1c(F)cccc1Cl (stereo unspecified),-1,-6
COc1cccc2c1OC1(C)CC2NC(=O)N1c1cccc(C(=O)N2CCN(c3ccccn3)CC2)c1 (stereo unspecified),4,-2

# Following part
# Values run as follows: FXIa single inh, FXIIa inh
- CC(=O)NCCCCCCNC(C)=O
  2, 7
- COC(=O)C1=C(C)N(CC(C)C)C(=O)/C1=C\c1cccs1
  -1, 14
- c1ccc(C(c2ccccc2)N2CCN(c3ccc4ccccc4n3)CC2)cc1
  -5, 5
- Cc1cccc(-n2ncc3c(N4CCCc5ccccc54)ncnc32)c1
  -8, -1
- Cc1ccc(C)c2[nH]c(=O)c(CN(CCN3CCOCC3)Cc3nnnn3CC3CCCO3)cc12 (stereo unspecified)
  -6, 6
- COc1ccc(C2C(C(=O)OCC(=O)Nc3ccc(C)cc3)CCC(=O)N2c2ccc(OC)cc2)cc1 (stereo unspecified)
  -3, 0
- O=C(COc1ccc(Cl)cc1)N1CCN(S(=O)(=O)c2ccc(Cl)cc2)CC1
  -2, 3
- CCC(Sc1nc2ccccc2c(=O)[nH]1)C(=O)O (stereo unspecified)
  5, 7
- COc1ccc(S(=O)(=O)Nc2cccc(C)n2)c2ccccc12
  -1, 1
- O=C(c1ccco1)N1CCN(C(=O)C2CCCO2)CC1 (stereo unspecified)
  -1, 6
- COc1ccccc1CNC(=O)CCn1c(=O)sc2ccccc21
  -4, -4
- COc1ccc(-c2nnc(SCC(=O)Nc3nc4ccccc4s3)n2C)cc1
  23, -16
- CCC(C)OC(=O)C1=C(C)OC23OC(N)=C(C#N)C12C(=O)c1ccccc13 (stereo unspecified)
  1, 2
- Cc1nc(SCC(=O)Nc2c(C)nn(C)c2C)c2cnn(-c3ccccc3)c2n1
  0, -3
- COc1cccc(C(=O)Nc2cc(=O)n(C)c(=O)n2C)c1OC
  -13, -20

# Values run as follows: FXIa single inh, FXIIa inh
- CCOC(=O)c1ccccc1NC(=O)c1ccc(Cl)c(S(=O)(=O)N2CCOCC2)c1
  3, 14
- c1ccc(OCCOCCN2CCOCC2)cc1
  3, 8
- c1ccc(Cn2ncc3c(N4CCOCC4)ncnc32)cc1
  -3, 7
- CCOC(=O)c1nnc(-c2ccc(C)cc2)nc1Sc1ccc(Cl)cc1
  -3, -1
- COCCNC(=O)C1CCC(=O)N(c2ccc(OC)cc2)C1c1ccc(OC)c(OC)c1 (stereo unspecified)
  -3, 5
- COc1ccc(S(=O)(=O)NCCSCc2ccco2)cc1OC
  -7, 0
- CC1Cc2ccccc2N1C(=O)CN(C)S(=O)(=O)c1cccc2cccnc12 (stereo unspecified)
  6, 5
- O=C(Nc1ccc2c(c1)OCCO2)NC12CC3CC(CC(C3)C1)C2
  -1, 6
- COc1ccc(S(=O)(=O)N2CCOCC2)cc1C(=O)Nc1ccon1
  -1, 8
- COCC(=O)n1nc(-c2ccc(Cl)cc2)nc1NCc1ccc(F)cc1
  -4, -3
- O=C(C1CCCN(Cc2cccc(F)c2)C1)N1CCCCC1 (stereo unspecified)
  2, 5
- COC(=O)CSc1nc(N)nc(C)c1Br
  -6, 3
- O=C(Nc1ccccc1-c1nnn(CC(=O)N2CCc3ccccc3C2)n1)C1CCC1
  -3, 2
- O=C(Oc1cccnc1)c1cc(S(=O)(=O)N2CCCCC2)ccc1Cl
  20, -17
- COc1ccc(N2C(=O)C3CCCN3C2=O)cc1 (stereo unspecified)
  -1, -4

# Values run as follows: FXIa single inh, FXIIa inh
- FC(F)(F)c1cc(-c2ccco2)nc(N2CCN(c3ccccc3)CC2)n1
  -7, -2
- COc1cccc(CSc2nc3sc(C)c(C)c3c(=O)n2Cc2ccco2)c1
  1, 3
- CCOc1ccc(OC(=O)C(CCS(C)(=O)=O)N2C(=O)c3ccccc3C2=O)cc1 (stereo unspecified)
  0, 5
- COc1cc2c3nnc(-c4ccc(F)cc4)c-3cn(Cc3cccc(C)c3)c2cc1OC
  2, 8
- CC(=O)Nc1ccc(N2CCCCC2)cc1
  1, 3
- CCCCc1[nH]nc2c1C1(C(=O)N(CC)c3ccccc31)C(C#N)=C(N)O2 (stereo unspecified)
  -1, -3
- CCOc1ccccc1N(CC(=O)O)S(=O)(=O)c1ccc(C)cc1
  5, -16
- Cc1nn2c3ccccc3n(C)c2nc1=O
  2, 11
- CC(=O)Nc1ccc(NC(=O)CCCCCN2C(=O)c3ccccc3C2=O)cc1
  2, 9
- COc1cc(NC(=O)c2ccccc2Cl)c(OC)cc1NC(=O)CN1CCOCC1
  -2, 5
- Cc1ccc2cc3c(NC(=O)C4CCCO4)nn(CC(C)C)c3nc2c1 (stereo unspecified)
  -14, -10
- COc1ccc(S(=O)(=O)NCc2csc(C)n2)cc1
  1, 5
- CCOc1ccc(OCCOc2ncnc3ccccc23)cc1
  1, 8
- CCC1(C)Cc2c(sc3nc(NN)n(C)c(=O)c23)CO1 (stereo unspecified)
  3, 4
- COc1cccc2c(=O)c3c(cnn3C)n(C)c12
  -10, -24

# Values run as follows: FXIa single inh, FXIIa inh
- O=c1[nH]c2ccccc2nc1N1CCOCC1
  1, 3
- CCN1CC2=C(OC(N)=C(C#N)C2c2cccs2)/C(=C/c2cccs2)C1 (stereo unspecified)
  0, 9
- COCc1cc(CN2CCN(C)CC2)c(O)c2ncccc12
  -7, 11
- Cc1cc(N)n2ncc(-c3ccccc3)c2n1
  1, -1
- CC(c1nnc(SCC(=O)Nc2sccc2C#N)n1-c1ccc(Cl)cc1)N(C)C (stereo unspecified)
  3, 6
- O=C(Nc1ccc(Cl)cc1)N1CCSCC1
  7, 7
- CN1[C@@H]2CC(OC(=O)[C@H](CO)c3ccccc3)C[C@H]1[C@@H]1O[C@@H]12 (stereo partly specified)
  7, 4
- CCOc1ccccc1-c1nc(-c2ccncc2)no1
  -3, 0
- Cc1ccc(S(=O)(=O)N2CCN(C(=O)c3cc4c(C)nn(-c5ccccc5)c4s3)CC2)cc1
  6, 8
- O=C(c1ccc(N2C(=O)C3CC=C(Cl)CC3C2=O)cc1)N1CCCCC1 (stereo unspecified)
  -1, 5
- COC(=O)c1ccc(NC(=O)C23CC4CC(C2)CC(n2cncn2)(C4)C3)cc1
  1, 4
- Cc1cc[n+](CC(=O)c2cccs2)cc1
  -4, 6

# These rows are one share of the data, so the mix of outcomes need not match the whole.
